# Source: PubChem
# LYP phosphatase: inhibition of human PTPN22 tyrosine phosphatase – biochemical, DiFMUP fluorescence, recombinant catalytic domain, 10 µM, primary screen (AID 606). recombinant LYP catalytic domain, DiFMUP fluorescence; higher % means a stronger effect. inhibition, % at 10 µM, or IC50 in µM where a hit was titrated. 52,000 tested, under 10 active;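 active = IC50 under 40 µM in the dose-response test; inactive = IC50 of 40 µM or more, or never dose-tested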
# HPDE-C7K KRASV12: cytotoxicity in KRAS-transformed pancreatic duct cells, primary screen, cell-based, fluorescence, HTS (AID 431); HPDE-C7K KRASV12 cells, Alamar Blue viability, 48 h; higher % means a stronger effect; cytotoxicity, % at 10 µM, or EC50 in µM where a hit was titrated; 1.7% of 63,000 active;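 active = compounds whose percent cytotoxicity in the single-dose primary screen, scaled between solvent and toxic-drug controls, exceeds 50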;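 also: 0% = DMSO solvent wells and 100% = doxorubicin-treated wells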
# TNAP inhibition: human TNAP enzyme inhibitors, biochemical, luminescent (AID 518); purified TNAP enzyme, luminescent substrate readout; higher % means a stronger effect; inhibition, % at 20 µM; hits with a dose series show IC50 in µM; 0.09% of 64,000 active; in the data active = a potency from the dose series; inactive = the rest, 99 in 100 with inhibition below about 22%;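 also: plate controls were vehicle for no effect and reference inhibitor for full effect; many of its hits are not listed in these tables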
# DPM-DC inhibit: S. pneumoniae DPM-DC inhibition. calls only at 10 µM. 0.49% of 65,000 active. purified DPM-DC, PK/LDH coupled NADH fluorescence;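 active = the 320 compounds with the highest percent inhibition in the single-dose primary screen, excluding strongly autofluorescent ones, cut at about 32% in these data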;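 also: kinetic rate of NADH fluorescence loss reporting ADP formed by the decarboxylase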
# HT1080 viability: cytotoxicity in HT1080 fibrosarcoma cells, cell-based, fluorescence readout (AID 620); HT1080 viability, fluorescence; higher % means a stronger effect; 0.42% of 87,000 active; cytotoxicity, % at 10 µM, or EC50 in µM where a hit was titrated;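 also: cells exposed to compound overnight then 4 h with Alamar Blue; 0% = vehicle DMSO and 100% = killing control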
# HPDE-C7 cytotoxicity: cytotoxicity in HPDE-C7 cells, cell-based, fluorescence, HTS (AID 430). one-dose cytotoxicity, % at 10 µM; EC50 in µM for titrated hits. HPDE-C7 pancreatic duct cells viability, fluorescence; higher % means a stronger effect. 1.8% of 63,000 active;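 also: cells exposed to compound for 48 hours before viability readout; 0% = vehicle and 100% = reference cytotoxic drug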
# Spn PMK inh: S. pneumoniae PMK inhibition; purified PMK, PK/LDH-coupled NADH absorbance 340 nm; inhibition, % at 10 µM; 0.49% of 65,000 active; AID 539;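 active = top-ranked compounds by inhibition in the single 10 µM screen, taking a fixed number of the strongest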;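 also: 0% = full reaction with DMSO carrier and 100% = background rate without enzyme reaction; no value below 0 was filed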
# MK inhibit: blocks S. pneumoniae mevalonate kinase | purified MK, PK/LDH-coupled NADH absorbance 340 nm | inhibition, % at 10 µM | 0.48% of 65,000 active | AID 555;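 active = ranked among the strongest by inhibition in the single 10 µM screen, a fixed top-ranked set picked for dose follow-up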; also: no value below 0 was filed
# Bfl-1 inhibitors: displacement of Bid BH3 peptide from Bfl-1 – biochemical, fluorescence polarization, FITC-Bid, mouse, primary screen (AID 432). FITC-Bid BH3 peptide fluorescence polarization displacement; higher % means a stronger effect. 0.02% of 64,000 active. displacement, % at 20 µM; hits with a dose series show IC50 in µM; in the data active = a potency from the dose series; inactive = the rest, 99 in 100 with displacement below about 15%; also: strong numbers were not always called active
# Spn PMK inh pilot replicates: also measured in Spn PMK inh; calls as there; inhibition, %; measured here: pilot screen replicates
# MK inhibit pilot replicates: further read-out of MK inhibit, marked with its call; inhibition, %; measured here: pilot screen replicates
# DPM-DC inhibit pilot screen %: second read-out of DPM-DC inhibit, no call of its own (marks repeat the call); inhibition, %; measured here: pilot screen trials
# * marks the source's active call; other numbers are inactive results; i = inactive; x = no result given. Rule as the data show it, unless noted: active = cytotoxicity above about 50%; inactive = the rest.
# Start of the listing, in advance, 2 compounds:
SMILES,LYP phosphatase,HPDE-C7K KRASV12,TNAP inhibition,DPM-DC inhibit,HT1080 viability,HPDE-C7 cytotoxicity,Spn PMK inh,MK inhibit,Bfl-1 inhibitors,others
O=C(Nc1ccc2c3c(cccc13)CC2)c1ccco1,-1%,-5%,6%,i,3%,-12%,0,11,4%,
Nc1csnc1C(=O)O,x,-18%,4%,i,11%,-2%,12,4,-6%,

# Results, repeating the preview:
SMILES,LYP phosphatase,HPDE-C7K KRASV12,TNAP inhibition,DPM-DC inhibit,HT1080 viability,HPDE-C7 cytotoxicity,Spn PMK inh,MK inhibit,Bfl-1 inhibitors,others
O=C(Nc1ccc2c3c(cccc13)CC2)c1ccco1,-1%,-5%,6%,i,3%,-12%,0,11,4%,
Nc1csnc1C(=O)O,x,-18%,4%,i,11%,-2%,12,4,-6%,
C=CCn1c(SCc2c(C)noc2C)nc2sc3c(c2c1=O)CCCCC3,5%,24%,6%,i,-12%,32%,0,0,0%,
CCOC(=O)c1oc2ccccc2c1CSc1nnnn1-c1ccccc1,15%,3%,0%,i,0%,-1%,0,7,-8%,
Cc1nn(Cc2ccccc2Cl)c(C)c1C(=O)Nc1nnc(C2CC2)s1,8%,35%,10%,i,9%,38%,15,0,2%,
CCOC(=O)N1CCN(CC(O)c2ccc3c(c2)CCN3)CC1 (stereo unspecified),4%,-11%,0%,i,5%,-5%,17,1,-3%,
Cc1ccc(OCCCC(=O)Nc2ccc3c(c2)OCO3)cc1,x,6%,16%,i,-6%,-4%,0,0,-1%,
O=C(Nc1cccnc1)Nc1ccc2c(c1)OCO2,-22%,-3%,6%,i,0%,-29%,0,7,-3%,Spn PMK inh pilot replicates=0.0;MK inhibit pilot replicates=2.0;DPM-DC inhibit pilot screen %=0.0
O=C(Cc1n[nH]c(=O)c2ccccc12)NCc1ccccn1,x,-10%,6%,i,15%,-15%,17,6,-2%,
O=c1nc(N(c2ccccc2)c2ccccc2)[nH]c(=O)[nH]1,4%,-1%,12%,i,0%,5%,3,1,4%,
CC(Oc1ccc(Cl)cc1)C(=O)Nc1nccs1 (stereo unspecified),1%,-6%,11%,i,7%,-11%,0,11,-13%,
CCOC(=O)c1c(-c2cccs2)csc1NC(=O)c1ccncc1,x,7%,11%,x,-9%,-1%,5,6,-4%,
Cc1ccnc(Sc2nc3c(c(=O)[nH]c(=O)n3C)n2CCCc2ccccc2)n1,x,0%,3%,i,27%,-10%,0,6,-10%,
CCn1c(SCC(=O)NCC(=O)Nc2ccc(F)cc2)nnc1-c1cccs1,11%,-38%,6%,i,-3%,-24%,11,5,-4%,
COc1ccc(OC)c(NC2c3ncccc3C(=O)N2Cc2ccco2)c1 (stereo unspecified),7%,8%,5%,i,-3%,4%,17,26,-1%,
CCN(CC)CCNC(=O)NC1CCCCC1,-2%,1%,8%,i,13%,-4%,1,11,-1%,
O=C(CCn1c(=O)c2sccc2n(CC(=O)NCc2ccco2)c1=O)NCc1ccccc1,x,5%,4%,i,8%,-5%,15,7,-7%,Spn PMK inh pilot replicates=5.0;MK inhibit pilot replicates=9.0;DPM-DC inhibit pilot screen %=1.0
CN(C(=O)c1ccccn1)c1nnc(-c2cnccn2)s1,x,-5%,6%,i,13%,-1%,14,0,3%,
O=C(Nc1ccc2nc(-c3cccnc3)[nH]c2c1)c1ccco1,-2%,8%,3%,i,9%,0%,0,9,-1%,
CCCCNC(=O)CCSc1nc2nc(C)cc(C)n2n1,x,-13%,2%,i,-2%,-10%,11,2,2%,
Cc1c(NC(=O)c2cccc(F)c2)c(=O)n(-c2ccccc2)n1C,2%,-14%,11%,i,0%,-2%,7,18,-8%,
Cc1cc(C(=O)Nc2ccccn2)cs1,1%,-13%,10%,i,9%,2%,9,6,0%,
O=C(COc1ncnc2ccccc12)N1CCN(S(=O)(=O)c2ccccc2)CC1,0%,-17%,4%,i,-5%,-13%,13,0,11%,
CC(C)N(Cc1ccccc1)C(=O)c1cnc2n(c1=O)CCS2,7%,-22%,2%,i,12%,-15%,13,11,-8%,
CCN(CC)C(=O)CSc1nnc(-c2cccs2)n1Cc1ccco1,x,11%,9%,i,0%,18%,15,12,-2%,
Cc1ccc2[nH]c(=O)c(C(c3nnnn3CCc3ccccc3)N3CCOCC3)cc2c1 (stereo unspecified),8%,20%,19%,i,7%,13%,7,3,-2%,Spn PMK inh pilot replicates=1.5;MK inhibit pilot replicates=0.0;DPM-DC inhibit pilot screen %=4.0
O=S(=O)(Cc1ccccc1)N1CCc2ccccc2C1,-5%,-3%,15%,i,x,-12%,0,3,-11%,
O=C(CSc1nnc(CNC(=O)c2ccco2)o1)NC1CCCC1,-4%,-6%,10%,i,x,-6%,5,5,-2%,
COC(=O)CC(=O)CSc1nc2c(cc1C#N)CCCCC2,x,7%,7%,x,1%,10%,0,0,0%,
O=C(c1ccco1)c1cn(CC(=O)N2CCCc3ccccc32)c2ccccc12,0%,-3%,16%,i,1%,-2%,8,13,-3%,
FC(F)(F)c1cccc(CN2CCCCCC2)c1,2%,-5%,10%,i,-4%,-11%,5,45*,3%,
Cc1ccnc(SCC(=O)N2CCC(C(N)=O)CC2)n1,-17%,24%,6%,i,8%,-5%,7,4,-7%,
Fc1ccccc1N1CCN(C(c2ccncc2)c2nnnn2C2CCCC2)CC1 (stereo unspecified),6%,-19%,0%,i,-6%,-20%,14,0,1%,
O=C(CN1CCCCCC1)Nc1ccc(F)c(F)c1F,-11%,-8%,2%,i,-5%,2%,0,0,-9%,
CCSc1nc(-c2cccs2)nc2c1c(=O)n(C)c(=O)n2C,8%,8%,6%,i,-10%,-6%,0,0,-3%,
O=C(NCC1CCCO1)C(C(=O)c1ccccc1)n1cc(Cl)ccc1=O (stereo unspecified),x,10%,10%,i,4%,9%,12,5,-2%,
COc1ccccc1NC(=O)N(Cc1ccc2c(c1)OCO2)Cc1nc2ccccc2c(=O)[nH]1,x,-4%,11%,i,1%,0%,12,0,4%,
CCn1c(SCC(=O)Nc2ccc(C(=O)OC)cc2)nnc1-c1cccs1,8%,-8%,12%,i,-5%,8%,5,8,-9%,Spn PMK inh pilot replicates=1.5;MK inhibit pilot replicates=0.0;DPM-DC inhibit pilot screen %=1.0
CCOC(=O)Nc1ccc(OC)cc1S(=O)(=O)N1CCCCC1,-1%,-4%,-5%,i,2%,-14%,8,3,0%,Spn PMK inh pilot replicates=0.0;MK inhibit pilot replicates=0.0;DPM-DC inhibit pilot screen %=0.0
O=C1C(C=NCCCn2ccnc2)=C(O)c2ccccc21,x,1%,8%,i,6%,7%,0,4,4%,Spn PMK inh pilot replicates=2.5;MK inhibit pilot replicates=1.5;DPM-DC inhibit pilot screen %=10
O=C(CCCn1c(=O)c2ccccc2n(CC(=O)NCc2ccco2)c1=O)NCc1ccco1,0%,-1%,1%,i,-2%,-6%,9,0,2%,
Cc1ccccc1CS(=O)(=O)CCC(=O)NCCCN1CCN(c2ccccc2F)CC1,3%,-1%,6%,i,-7%,-8%,9,13,-4%,
O=C(O)C1CC(=O)n2c(nc3ccccc32)S1 (stereo unspecified),x,3%,12%,i,-1%,4%,0,0,2%,
Cn1c(Cn2nnc3ccccc32)nnc1SCC(=O)N1c2ccccc2CCc2ccccc21,8%,-23%,-1%,i,-18%,-18%,9,3,-12%,
Cc1cccc(NC(=O)C2CCCN2S(=O)(=O)c2cccc3cccnc23)c1 (stereo unspecified),4%,8%,8%,i,-3%,-6%,1,0,-3%,
Cc1nnc2sc(-c3ccccn3)nn12,8%,-11%,4%,i,0%,-20%,3,4,-3%,
CCOC(=O)c1c(NC(=O)CN2CCOCC2)sc2c1CC(C)(C)OC2,-7%,-9%,6%,i,-10%,-1%,0,3,-2%,
CCOC(=O)c1cccc(NC(=O)CCS(=O)(=O)c2cccs2)c1,x,-7%,13%,i,-9%,-8%,0,7,-12%,
Cc1ccc(CCN2CC(C(=O)NCCCN3CCN(C)CC3)CC2=O)cc1 (stereo unspecified),8%,-14%,3%,i,0%,-6%,0,3,1%,
Cc1nc2nc(CSc3nc4ccccc4s3)cc(=O)n2[nH]1,8%,19%,9%,i,0%,9%,9,11,5%,

# Next structures follow:
SMILES,LYP phosphatase,HPDE-C7K KRASV12,TNAP inhibition,DPM-DC inhibit,HT1080 viability,HPDE-C7 cytotoxicity,Spn PMK inh,MK inhibit,Bfl-1 inhibitors,others
CC(=O)c1cccc(NC(=O)COc2nsnc2N2CCOCC2)c1,x,-12%,1%,i,-8%,-9%,0,1,-5%,
COCCNC(=O)CN(C)S(=O)(=O)c1ccc(Br)cc1,10%,-2%,9%,i,1%,-15%,16,11,-1%,Spn PMK inh pilot replicates=2.5;MK inhibit pilot replicates=0.5;DPM-DC inhibit pilot screen %=2.5
CN1CCN(C(=O)c2cnn3c(C(F)(F)F)cc(-c4ccc5c(c4)OCO5)nc23)CC1,10%,-2%,9%,i,26%,-1%,14,6,-5%,
O=C(CN1C(=O)COCC1=O)N1CCOCC1,6%,-3%,8%,i,12%,-12%,0,4,1%,Spn PMK inh pilot replicates=6.5;MK inhibit pilot replicates=1.5;DPM-DC inhibit pilot screen %=1.5
COc1ccc(-c2noc(CN(C(=O)c3c(-c4ccccc4Cl)noc3C)C(C)C)n2)cc1,9%,-4%,0%,i,3%,12%,0,0,-2%,
COc1ccc(C2CC(=O)c3cnc(NC(=O)c4cc(OC)cc(OC)c4)nc3C2)cc1 (stereo unspecified),12%,-7%,9%,i,-5%,-16%,4,4,0%,
CC1CCN(C(=O)CCc2nc3cc(S(=O)(=O)N(C)C)ccc3n2C)CC1,4%,6%,-6%,i,25%,2%,15,0,1%,
COc1cccc(NC(=O)Cc2c(O)c3ccccc3[nH]c2=O)c1,10%,-2%,9%,i,12%,4%,0,6,-8%,
Clc1ccccc1OCc1nc(-c2ccncc2)no1,-7%,2%,13%,i,-12%,-10%,0,0,-12%,
O=C(CNC(=O)c1ccco1)OCN1C(=O)c2ccccc2C1=O,-3%,-9%,4%,i,-3%,-7%,3,5,1%,
COC(=O)CNc1nc(C2CC2)nc2c1nnn2Cc1ccccc1Cl,12%,0%,6%,i,-4%,7%,0,0,1%,Spn PMK inh pilot replicates=2.5;MK inhibit pilot replicates=0.5;DPM-DC inhibit pilot screen %=1.5
CSc1ccccc1NC(=O)c1ccoc1C,x,8%,8%,i,-1%,5%,7,8,-4%,
Cc1cc(C)nc(SCc2nnc(SCC(=O)NCc3ccco3)n2-c2ccccc2)n1,2%,-8%,5%,i,-16%,-6%,7,11,6%,
Cc1nc(N2CCC(C)CC2)c2c(C)c(C(=O)O)sc2n1,-3%,-9%,1%,i,1%,-38%,17,9,8%,Spn PMK inh pilot replicates=3.0;MK inhibit pilot replicates=0.0;DPM-DC inhibit pilot screen %=0.0
CCCCCCNS(=O)(=O)c1nc2nc(C)cc(C)n2n1,9%,6%,9%,i,-9%,6%,0,4,-5%,
Cc1oc(C(C)(C)C)c(CN2CCCC2)c1C(=O)O,x,-5%,6%,i,-5%,0%,8,0,-3%,
CCOc1ccccc1NC(=O)CSc1nnnn1-c1ccc(C(=O)OC)cc1,3%,1%,11%,i,2%,-14%,13,0,-2%,

# Rows are unselected (roughly 3.4% active in at least one column).
